High-throughput results: PubChem, several laboratories
cytoskel mod – cytoskeleton assembly modification. 91,000 tested, 0.18% active. inhibition, % at 2 µM. HUVEC TNFa F-actin phalloidin imaging, high content;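 active means inhibition above the batch mean plus 3 SD and confirmed as a hit by visual image inspection, cut at about 30% in these data, passing the limit was not always enough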; further: strong numbers were not always called active
Calb biofilm kill – kills Candida albicans biofilms | C. albicans biofilm + clotrimazole, Alamar Blue | inhibition, % at 6 µM | 85,000 tested, 0.14% active | AID 834;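 active means inhibition above 20%; inactive means inhibition below 20%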;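 further: preformed 24 hr biofilms exposed to compound for 48 hr; 0% = biofilm without compound and 100% = blank killed by clotrimazole plus chlorhexidine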
IL1B cytotox – HUVEC cytotoxicity counter-screen, IL-1B stimulated; cell count reduction, % at 2 µM; HUVEC cell count loss, Hoechst imaging; 94,000 tested, 0.41% active;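 active means cell count reduction more than 3 SD above the screen-wide mean, cut at about 70% in these data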;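 further: normalized per plate to untreated control cells as the no-loss baseline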
hDAT+cocaine – changed human dopamine transporter uptake under cocaine IC80; Q01959; LLC-PK1 hDAT cells, [14C]-dopamine uptake with cocaine IC80; actives deviate in either direction; B-score at 10 µM; 110,000 tested, 1.3% active; AID 449768;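 active means Z score or B-score, a plate-position-corrected score, falls beyond the plate's 99.7% confidence bounds, in either direction; inactive means both scores lie inside the 99.7% bounds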;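 further: scored against the spread of the other compound wells on the same plate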
Target sequence (Q01959 whole entry, looked up): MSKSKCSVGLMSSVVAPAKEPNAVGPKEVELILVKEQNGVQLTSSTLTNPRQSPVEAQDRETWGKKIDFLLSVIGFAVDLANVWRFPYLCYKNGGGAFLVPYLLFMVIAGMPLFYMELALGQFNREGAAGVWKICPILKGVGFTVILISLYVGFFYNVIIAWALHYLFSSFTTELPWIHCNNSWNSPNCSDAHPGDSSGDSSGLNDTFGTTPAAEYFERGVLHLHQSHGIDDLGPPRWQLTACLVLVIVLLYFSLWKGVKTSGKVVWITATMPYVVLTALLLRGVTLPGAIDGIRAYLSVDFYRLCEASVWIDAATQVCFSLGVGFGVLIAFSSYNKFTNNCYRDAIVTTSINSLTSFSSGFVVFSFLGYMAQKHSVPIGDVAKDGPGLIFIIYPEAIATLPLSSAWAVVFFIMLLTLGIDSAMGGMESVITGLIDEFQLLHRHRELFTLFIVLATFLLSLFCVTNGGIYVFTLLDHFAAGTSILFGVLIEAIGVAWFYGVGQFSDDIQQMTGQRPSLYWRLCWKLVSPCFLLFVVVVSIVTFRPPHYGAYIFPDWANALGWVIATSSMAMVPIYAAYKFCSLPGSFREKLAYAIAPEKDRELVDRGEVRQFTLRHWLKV
Smad3 FoxH1 inh – inhibitors of human Smad3 transcription factor binding | P84022 | 88,000 tested, 0.29% active | TR-FRET Smad3/Dy647-FoxH1 peptide binding, europium anti-His | inhibition, % at 25 µM;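 active means compounds that reduce the energy-transfer binding signal between the protein and its labelled peptide by more than half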;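 further: 0% = Smad3 plus labelled peptide maximal FRET and 100% = peptide-only background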
Target sequence (P84022 whole entry, looked up): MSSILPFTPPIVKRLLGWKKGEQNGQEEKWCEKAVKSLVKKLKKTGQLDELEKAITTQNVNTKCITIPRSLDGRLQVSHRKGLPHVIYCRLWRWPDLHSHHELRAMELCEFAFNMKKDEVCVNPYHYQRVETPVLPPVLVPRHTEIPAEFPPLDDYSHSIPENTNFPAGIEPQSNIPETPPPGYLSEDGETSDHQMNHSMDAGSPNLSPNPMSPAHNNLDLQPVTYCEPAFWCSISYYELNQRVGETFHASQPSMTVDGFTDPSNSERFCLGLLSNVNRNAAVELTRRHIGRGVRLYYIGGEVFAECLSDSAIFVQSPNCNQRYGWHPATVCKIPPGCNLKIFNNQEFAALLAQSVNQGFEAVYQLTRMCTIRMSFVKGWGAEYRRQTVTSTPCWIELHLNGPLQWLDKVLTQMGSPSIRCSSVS
MT1-MMP txn act – MT1-MMP promoter transcription activation. HT1080 MT1-MMP promoter luciferase reporter, luminescence, overnight; stronger effect = higher value. activation factor at 10 µM. 86,000 tested, 0.16% active. AID 750;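 active means activation factor of at least 2 for MT1-MMP transcription at 10 µM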
PTPN22 inh 2 – blocks human PTPN22 phosphatase activity. AID 640. Q9Y2R2. 96,000 tested, 0.21% active. recombinant LYP catalytic domain, DiFMUP fluorescence. inhibition, % at 2 µM;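 active means inhibition at 2 µM at or above a set limit, the screen mean plus 3 SD, cut at about 24% in these data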;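 further: 0% = DMSO with enzyme and 100% = enzyme fully blocked by orthovanadate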
VCAM1 TNFa inh – reduces TNF alpha induced VCAM1 expression in HUVEC | HUVEC TNFa-induced VCAM-1 immunofluorescence, high-content imaging | inhibition, % at 2 µM | 95,000 tested, 0.48% active;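 active means inhibition above the batch mean plus 3 SD, with images confirmed as a hit by eye, cut at about 37% in these data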;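 further: 0% = TNF-stimulated DMSO wells and 100% = unstimulated control wells; not every result past the cut was called active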
TNFa cytotox – HUVEC cytotoxicity counter-screen, TNF alpha stimulated. HUVEC TNFalpha-stimulated, Hoechst cell count, imaging. cell count reduction, % at 2 µM. 93,000 tested, 0.17% active. AID 848;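 active means cell count reduction exceeding the screen mean by over 5 SD, scaled to untreated wells per plate, cut at about 78% in these data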;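 further: cells counted after 24 h of TNF alpha exposure following the 1 h pretreatment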
* = called active by the depositor; nt = no result given; & = joins results of further samples; [ ] = dose if it differs, or a comment. Some of the compounds tested (hit frequency here may not be typical).

SMILES	cytoskel mod	Calb biofilm kill	IL1B cytotox	hDAT+cocaine	Smad3 FoxH1 inh	MT1-MMP txn act	PTPN22 inh 2	VCAM1 TNFa inh	TNFa cytotox
CC(C)(C)c1ccc(S(=O)(=O)CCc2ccccn2)cc1	-15	4	-6	-0.27	9	1.7	-2	3	1
CCCC(C)c1nnc(NC(=O)c2cc(C(=O)OC)cc([N+](=O)[O-])c2)s1 (stereo unspecified)	18	nt	16	0.003	nt	nt	3	-28	nt
Cc1cc(S(=O)(=O)N2CCN(Cc3ccc4c(c3)OCO4)CC2)cc(C)c1N1CCCC1=O	nt	7	nt	-0.072&-0.75	-1	1	nt	nt	nt
Cc1cc(C)c(S(=O)(=O)c2ccccc2C)c(N(C)C)n1	38	nt	-30	-0.73	nt	nt	6	10	-6
COC(=O)c1cn(C)c2ccc(S(=O)(=O)N3CCCCC3)cc2c1=O	nt	2	-8	-0.31	4	1.1	-6	nt	nt
COc1ccc(N(CC(=O)NC2CCCCC2)C(=O)CCCC(=O)Nc2ccccn2)c(OC)c1	nt	-1	nt	0.69	-11	1.1	nt	nt	nt
O=C(c1coc2ccc(O)cc12)C1CC1	0	7	-44	1.3	5	1.1	4	-10	-27
Cc1ccc(N2CC(C(=O)N3CCc4ccccc4C3)CC2=O)cc1 (stereo unspecified)	9	6	17	0.94	4	1	0	5	-12
COc1ccc(-n2c(CNC(=O)c3cc(OC)c(OC)c(OC)c3)n[nH]c2=S)cc1	-18	nt	24	-0.28	nt	nt	-1	-12	-1
CC1=CC(C)(C)NC(=S)N1c1cccc(C)c1	-10	1	-8	-0.5	8	1.1	4	0	-20
O=C(Cc1ccc(Cl)cc1)Nc1ccccc1CO	12	4	0	0.42	-21	1	-6	33	10
COc1ccc(S(=O)(=O)Nc2c(C(=O)O)[nH]c3ccccc23)c(OC)c1	-8	8	-22	-0.17	2	0.9	-1	4	-13
CCC(C)(C(=O)NC1CCCC1)N(Cc1ccco1)C(=O)c1ccc2c(c1)OCO2 (stereo unspecified)	9	4	8	-0.67	-6	1.2	15	-6	-12
COc1ccc(-c2ccc(=O)n(CC(=O)NCc3ccco3)n2)cc1	-2	0	-26	-0.24	-8	1	4	1	-28
O=C(c1c(O)c2ccccc2oc1=O)C1CCC1	-2	5	10	0.24	-6	1	0	2	-20
CC(C)Cc1nnc(NC(=O)CC(=O)Nc2ccccc2C(=O)O)s1	-10	10	-3	-1.3	-9	1	-5	-1	-13
CCOC(=O)c1sc2nc(SC)nc(-c3ccccc3)c2c1N	10	nt	-4	0.4	nt	nt	0	0	-30
O=C(CSc1nnc(-c2ccncc2)n1Cc1ccco1)N1c2ccccc2Sc2ccc(Cl)cc21	9	7	10	2.9	-4	1.2	1	-7	-16
O=C(CSc1nnnn1C1CCCCC1)NCc1cccc(C(=O)O)c1	20	8	-13	0.0053	2	1	-20	14	-4
N#Cc1c(NCCCO)nc(-c2ccco2)c2c1CCCC2	-8	3	-16	-0.35	7	1.2	4	-9	-12
c1ccc(-n2nnnc2N2CCOCC2)cc1	-4	8	-4	-0.77	5	1.2	-10	-13	-28
CCOC(=O)C1CCN(C(=O)c2oc3ccc(S(=O)(=O)N4CCCCCC4)cc3c2C)CC1	3	9	1	1.1	-1	nt	-7	5	7
Cc1cc2cc(CNC(=O)Nc3cccc(Cl)c3)ccc2n1C	13	2	3	-0.097	5	nt	-9	9	-20
COc1cc(NC(=O)CCc2ccccc2)c(C(=O)O)cc1OC	nt	7	nt	0.36	-13	1	nt	nt	nt
Cc1ccc(C(=O)NCC(C)(C)O)cc1	2	9	nt	0.42	-9	1	-8	-8	-6

A section of the results above, for reference:
SMILES	cytoskel mod	Calb biofilm kill	IL1B cytotox	hDAT+cocaine	Smad3 FoxH1 inh	MT1-MMP txn act	PTPN22 inh 2	VCAM1 TNFa inh	TNFa cytotox
O=C(CSc1nnnn1C1CCCCC1)NCc1cccc(C(=O)O)c1	20	8	-13	0.0053	2	1	-20	14	-4
N#Cc1c(NCCCO)nc(-c2ccco2)c2c1CCCC2	-8	3	-16	-0.35	7	1.2	4	-9	-12
c1ccc(-n2nnnc2N2CCOCC2)cc1	-4	8	-4	-0.77	5	1.2	-10	-13	-28
CCOC(=O)C1CCN(C(=O)c2oc3ccc(S(=O)(=O)N4CCCCCC4)cc3c2C)CC1	3	9	1	1.1	-1	nt	-7	5	7
Cc1cc2cc(CNC(=O)Nc3cccc(Cl)c3)ccc2n1C	13	2	3	-0.097	5	nt	-9	9	-20
COc1cc(NC(=O)CCc2ccccc2)c(C(=O)O)cc1OC	nt	7	nt	0.36	-13	1	nt	nt	nt
Cc1ccc(C(=O)NCC(C)(C)O)cc1	2	9	nt	0.42	-9	1	-8	-8	-6

The listing continues.
SMILES	cytoskel mod	Calb biofilm kill	IL1B cytotox	hDAT+cocaine	Smad3 FoxH1 inh	MT1-MMP txn act	PTPN22 inh 2	VCAM1 TNFa inh	TNFa cytotox
COc1ccc(/C=N/NC(=O)c2nc(Cl)c(Cl)c(N)c2Cl)cc1COc1ccc(F)cc1F	-21	nt	7	0.63	nt	nt	3	12	-4
COc1ccccc1NC(=O)N(c1c(N)n(Cc2ccccc2)c(=O)[nH]c1=O)C1CCCC1	-9	-1	-41	0.25	8	1.1	-6	-1	-16
COC(=O)c1c(NC(=O)CSc2n[nH]c(N)n2)sc(C)c1C	nt	4	-9	-1.3	4	1.1	0	1	-23
O=C1SC(SCc2ccccc2)=N/C1=C\c1ccco1	-4	2	7	0.44	8	1.2	0	-2	-9
Clc1ncccc1-c1nc2ccccc2n1Cc1ccccc1	-4	nt	57	-2.4	nt	nt	13	-6	5
CSc1nc2c(c(=O)n1-c1ccc(C)cc1)SCC2	nt	-1	nt	0.13	1	1.3	nt	nt	nt
CCCc1cc(C(N)=O)c(NC(=O)c2ccco2)s1	15	6	-30	0.048	5	1.5	-1	11	-12
N#C/C(=C\c1ccc(Cl)cc1)c1n[nH]c(Cn2cncn2)n1	6	9	-21	-0.1	12	nt	12	-2	-1
Cc1ccc(OCCCC(=O)Nc2ccc(Br)cc2)cc1	-1	nt	-34	0.16	nt	nt	-3	4	-8
CCn1c(SCC(=O)Nc2cccc(F)c2)nc2c(c1=O)SC(C)C2 (stereo unspecified)	0	nt	16	1.2	nt	1	-2	16	-1
Cc1cc(C)nc(NS(=O)(=O)c2ccc(NC(=O)Cn3c(=O)oc4ccccc43)cc2)n1	-19	4	6	0.99	2	nt	-3	19	-8
COCCCNC(=O)C(F)(F)C(F)(F)C(=O)NCCCOC	-1	-1	-4	-0.38	-4	1.1	-5	11	-7
CCc1ccc(S(=O)(=O)NCCc2cn3ccccc3n2)s1	-10	6	4	0.12	12	1.6	-4	-7	-10
CCOc1ccc(C(=O)NCc2ccncc2)cc1OCC	-10	7	0	-1.1	2	1.2	-10	-12	-1
N/C(=N\OC(=O)CCC1CCCCC1)c1ccc([N+](=O)[O-])cc1	9	nt	-75	nt	nt	nt	-9	18	-8
NC(=O)c1ncc(C(F)(F)F)cc1Oc1cccc(F)c1	-2	3	nt	-0.0062	-3	1.1	3	-4	-12
COC(=O)c1c(C(=O)OC)c(-c2ccc(C)cc2)n2c1CS(=O)C2 (stereo unspecified)	4	6	2	0.59	9	1	-6	17	0
COCCCn1c(-c2ccccc2Cl)n[nH]c1=S	-6	8	-7	-1	2	1	0	-21	-3
Cc1cc(C)nc(SCC(=O)Nc2cc(C)on2)n1	-4	0	7	-0.15	-8[fluorescence artefact?]	1	-4	3	-19
CN(C)C(=O)c1cc2cc([N+](=O)[O-])ccc2s1	10	nt	3	-0.012	nt	nt	2	-2	-3
O=C(Nc1cnc2ccccc2c1)N1CCOCC1	17	8	-30	0.16	-6	1.5	-2	-8	-20
Cc1ccccc1-n1nc(C(=O)O)c(C)c(C#N)c1=O	nt	8	nt	-0.12	9	1.2	nt	nt	nt
CCN1CCCC1CN(Cc1cc2cc(OC)ccc2[nH]c1=O)C(=O)NCc1ccccc1 (stereo unspecified)	-12	7	0	0.57	3	1.1	0	-12	2
O=C(CCc1ccccc1)Nc1nc2nc(-c3ccccc3)cc(=O)n2[nH]1	-32	6	-9	-0.57	3	1	-11	-20	4
CCOC(=O)/C=C1\NC(C)(C)Cc2cc(OC)c(O)cc21	-17	0	-66	-0.27	-9[fluorescence artefact?]	1.1	-9	10	-36

Following part
SMILES	cytoskel mod	Calb biofilm kill	IL1B cytotox	hDAT+cocaine	Smad3 FoxH1 inh	MT1-MMP txn act	PTPN22 inh 2	VCAM1 TNFa inh	TNFa cytotox
CCN(CC)c1ccc(NC(=O)Nc2ccccc2C(F)(F)F)cc1	3	nt	-20	0.22	nt	nt	7	8	-16
CCCSc1nc(SCC(=O)NCc2ccccc2)c2c3c(sc2n1)COC(C)(C)C3	-17	10	-2	-0.67	-56[fluorescence artefact?]	1.1	-1	-12	13
CCOC(=O)c1ccccc1NC(=O)CN(c1ccccc1OC)S(C)(=O)=O	30	5	-25	-0.73	-12	1	-3	9	-37
CC1CCN(c2ccc(C(=O)NCCc3ccccc3)cn2)CC1	nt	3	nt	-0.73	7	1.7	nt	nt	nt
O=C(Nc1nnc(SCc2ccc(Cl)cc2Cl)s1)C1COc2ccccc2O1 (stereo unspecified)	11	nt	5	nt	nt	nt	8	-5	2
COc1ccc(-c2nc(=S)c3c(n2CCN2CCOCC2)CC(C)(C)OC3)cc1	nt	3	nt	0.2	3	1	nt	nt	nt
CCNC(=S)NNC(=O)c1cc(-c2cccc(OCC)c2)nc2ccccc12	-11	nt	6	-0.01	nt	nt	-4	10	-6
CC(c1nc2ccccc2o1)N1C(=O)c2ccccc2C1=O (stereo unspecified)	-16	2	15	-1.6	-6	1.3	10	-9	-11
CCOc1ccc(N2C(=O)CC(N3CC(C)OC(C)C3)C2=O)cc1 (stereo unspecified)	nt	3	nt	1.5	1	1	nt	nt	nt
CCCCn1c(CN2CCN(C(=O)c3ccco3)CC2)nc2c1c(=O)n(C)c(=O)n2C	nt	8	nt	0.51	-1	1.1	nt	nt	nt
CCCOc1cccc(NC(=O)c2cc(C)oc2C)c1	1	8	-4	1.6	15	1.2	-7	10	-22
Cc1nn(Cc2ccc(Cl)cc2)c(C)c1NC(=O)CSc1nc2c(c(C(F)(F)F)n1)CCc1ccccc1-2	-2	nt	17	-1.1	nt	nt	4	-10	-5
COc1ccc(C2NC(=O)NC(C)=C2C(=O)Nc2cc(C)ccc2C)cc1OC (stereo unspecified)	nt	1	nt	-0.11	-2	1.1	nt	nt	nt
COC(=O)c1ccc(NC(=O)CCS(=O)(=O)c2ccc(Br)s2)cc1	8	9	-7	-0.098	10	1.1	8	-1	6
O=C(c1ccc2c(c1)OCO2)N(c1ccccc1)C1C=CS(=O)(=O)C1 (stereo unspecified)	-5	7	-31	0.59	9	1.2	9	9	10
CCOC(=O)Cc1csc(NC(=O)CSc2nnnn2-c2ccc(C)cc2C)n1	-6	nt	45	0.75	-1	1.1	9	3	3
CCN(C(=O)c1cn(CC)c(=O)c2cc(OC)c(OC)cc12)c1ccccc1C	20	9	1	0.63	-8	1.1	0	5	-1
